Compound activity (PubChem)
Yfh1-depleted yeast: mitochondrial function rescue without frataxin homolog – Friedreich's ataxia, plus single-dose screen, dose response (AID 1465) | S. cerevisiae Yfh1-off respiration, WST-1 reduction, 72 h; higher fold induction means a stronger effect | fold induction at 50 µM, or EC50 in µM where a hit was titrated | 220,000 compounds, 0.074% hits;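 active = fold induction of absorbance versus untreated yeast above a set limit, then at least 30% activation at any dose in follow-up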;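 also: activators that raise dye reduction in frataxin-depleted yeast; strong numbers were not always called active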
NTR1 ag: NTR1-driven beta-arrestin-GFP spot formation – imaging, U2OS cells, high content, primary screen (AID 493036); P30989; 330,000 compounds, 0.17% hits; agonist mode; activation, % at 20 µM;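 active = activation at or above 40% of the spot to cytoplasm intensity ratio, with at least 20 cells analyzed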;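 also: 0% = DMSO without peptide and 100% = 100 nM NTR1 peptide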
Target sequence (P30989 whole entry, looked up): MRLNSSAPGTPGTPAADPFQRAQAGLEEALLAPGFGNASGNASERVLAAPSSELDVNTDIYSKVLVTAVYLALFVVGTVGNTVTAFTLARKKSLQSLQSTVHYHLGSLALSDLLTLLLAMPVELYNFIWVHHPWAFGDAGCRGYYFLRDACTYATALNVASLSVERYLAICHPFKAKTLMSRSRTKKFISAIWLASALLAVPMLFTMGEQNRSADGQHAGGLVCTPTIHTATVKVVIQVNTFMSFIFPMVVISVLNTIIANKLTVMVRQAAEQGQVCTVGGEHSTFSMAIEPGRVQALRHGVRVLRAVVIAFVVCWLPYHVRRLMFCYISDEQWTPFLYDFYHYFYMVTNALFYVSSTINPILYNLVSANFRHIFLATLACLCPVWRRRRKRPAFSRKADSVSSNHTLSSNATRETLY
NTR1 ag cell count 20 µM: also measured in NTR1 ag; calls as there; cell count; measured here: cell count, cytotoxicity flag
* hit, by the source's call; i = inactive. A portion of the library, so the mix of outcomes need not match the whole.

SMILES	Yfh1-depleted yeast	NTR1 ag	NTR1 ag cell count 20 µM
c1ccc([C@@H]2CO2)cc1	i	0.1	42
C=CC12CN(C)[C@@H]3C4CO[C@H](C[C@H]41)[C@]1(C(=O)Nc4ccccc41)[C@@H]32 (stereo partly specified)	i	-1.8	106
COc1ccc2[nH]cc(C(=O)CN(C)C)c2c1	i	-0.8	75
CCN1C[C@]2(COC)CC[C@H](O)[C@@]34C5C[C@@H]6[C@@H](OC)C[C@@](O)(C5[C@H]6O)[C@](O)([C@@H](OC)C23)[C@@H]14 (stereo partly specified)	i	1.1	73
C[C@H](N)CN1CCc2ccc(Br)cc21	i	-0.2	64
COC(=O)C1=C(c2ccc(S(C)(=O)=O)cc2)C[C@@H]2CC[C@H]1N2C(=O)N1CCC(O)CC1	i	5.3	94
COC(=O)C1=C(c2ccc(S(C)(=O)=O)cc2)C[C@@H]2CC[C@H]1N2C(=O)NCCS(C)=O (stereo partly specified)	i	-2.4	93
CCN1C[C@@]2(COC)C3[C@@H](OC)[C@H]4[C@@H]1[C@@]3(C1C[C@H]3[C@H](OC(C)=O)C1[C@]4(OC(C)=O)C[C@H]3OC)[C@@H](OC)C[C@H]2OC(C)=O (stereo partly specified)	i	-0.9	82
O=[N+]([O-])c1ccc(O)c([N+](=O)[O-])c1	i	1.0	60
CN1CCCC1C(O)(c1ccccc1)c1ccccc1 (stereo unspecified)	i	0.3	61
CCOC(=O)C(O)(c1ccc(N(C)C(=O)COc2ccccc2)cc1)C(F)(F)F (stereo unspecified)	i	0.2	84

2 entries from above, set out differently.
The line under a structure holds: Yfh1-depleted yeast | NTR1 ag | NTR1 ag cell count 20 µM
COC(=O)C1=C(c2ccc(S(C)(=O)=O)cc2)C[C@@H]2CC[C@H]1N2C(=O)N1CCC(O)CC1
    i | 5.3 | 94
COC(=O)C1=C(c2ccc(S(C)(=O)=O)cc2)C[C@@H]2CC[C@H]1N2C(=O)NCCS(C)=O (stereo partly specified)
    i | -2.4 | 93

Fetched by structure from above (5):
SMILES	Yfh1-depleted yeast	NTR1 ag	NTR1 ag cell count 20 µM
O=[N+]([O-])c1ccc(O)c([N+](=O)[O-])c1	i	1.0	60
CCN1C[C@]2(COC)CC[C@H](O)[C@@]34C5C[C@@H]6[C@@H](OC)C[C@@](O)(C5[C@H]6O)[C@](O)([C@@H](OC)C23)[C@@H]14 (stereo partly specified)	i	1.1	73
C[C@H](N)CN1CCc2ccc(Br)cc21	i	-0.2	64
CN1CCCC1C(O)(c1ccccc1)c1ccccc1 (stereo unspecified)	i	0.3	61
C=CC12CN(C)[C@@H]3C4CO[C@H](C[C@H]41)[C@]1(C(=O)Nc4ccccc41)[C@@H]32 (stereo partly specified)	i	-1.8	106
